Screening results as filed in PubChem.
CD40 NFkB inh: CD40 pathway inhibition in BL2 cells; hit rate 0.94% among 83,000; BL2 NF-kB luciferase reporter, CD40L-induced, 4 h; inhibition, % at 10 µM; AID 1053188;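 active means mean inhibition of at least 50% with a set share of replicates also reaching that level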;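 further: 0% = neutral control wells and 100% = IKK inhibitor VII at 50 µM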
The depositor's hits bear a star; [ ] = another dose, or the depositor's remark. Not all compounds are listed; rates above refer to the full screens.

SMILES	CD40 NFkB inh
c1csc(Cc2nc3ccccc3[nH]2)c1	-61
N#CCCN(C(=O)CN1c2cccc3cccc(c23)S1(=O)=O)c1ccccc1	16
Cc1cc(C(=O)OCC(=O)NNC(=O)c2cccs2)ccc1[N+](=O)[O-]	-5
O=C(C[C@H]1C[C@H]2c3cc(NC(=O)NC4CCCC4)ccc3O[C@H]2[C@@H](CO)O1)NCc1cccnc1	-2
CCc1ccccc1NC(=O)CNC(=O)CCc1nc2sc3c(c2c(=O)[nH]1)CCCC3	13
CO/N=C\CC(=O)Nc1ccc(Cl)cc1Cl	7
CC(=O)N1[C@@H](CO)[C@@H](c2ccc(-c3ccc(F)cc3)cc2)[C@@H]1CNC(=O)C1CC1	8
O=C(COC(=O)c1c(Cl)cccc1Cl)Nc1cccc(S(=O)(=O)NC2=NCCCCC2)c1	1
c1ccc(-c2ccccc2-n2cnnn2)cc1	5
CCN(Cc1ccccc1)C(=O)c1cccc(S(=O)(=O)N2CCN(c3ccccc3)CC2)c1	3
CCCCOC(=O)Nc1cc(C(=O)OC)ccc1C(=O)OC	-7
COc1cccc(OCC(=O)NC2CCS(=O)(=O)C2)c1 (stereo unspecified)	8
CCC(C)[C@H](NC(=O)NCc1ccc(F)cc1)C(=O)O (stereo partly specified)	12
COCCN1Cc2cccc(C(=O)Nc3cccc(-c4nc5ccccc5[nH]4)c3)c2C1=O	-34
Cc1cc(C(=O)NNC(=O)CCC2CCCCC2)c(C)o1	15
COc1ccccc1NC(=O)COC(=O)COc1cccc2c1OC(C)(C)C2	5
O=C(C[C@@H]1CC[C@H]2[C@@H](COC[C@H](O)CN2Cc2ccc3c(c2)OCO3)O1)N1CCCCC1	1[25 µM]
O=S(=O)(/N=C/c1c(O)ccc2ccccc12)c1cccs1	9
Cc1nc2c(O)cccc2c(=O)[nH]1	17[25 µM]
O=C(c1ccc([N+](=O)[O-])cc1)N1CCOCC1	6
CCOC(=O)c1c(C)[n+](-c2ccc(C)cc2)c(CC)c2cc(OC)c(OC)cc12	8
CCOC(=O)N1CCN(C(=O)c2cc(OCC)c(OCC)c(OCC)c2)CC1	28
COC(=O)CSc1ccc(S(=O)(=O)N2CCCCCC2)cc1[N+](=O)[O-]	1
CCCN(CC(=O)Nc1ccccc1C)C(=O)C1CCN(c2ncnc3sc(C)c(C)c23)CC1	19
CS(=O)(=O)N1[C@H](C#N)[C@H](c2ccc(C#CC3CCCCC3)cc2)[C@H]1CO	3

By substructure, the entries above with two or more sulfur atoms.
SMILES	CD40 NFkB inh
O=S(=O)(/N=C/c1c(O)ccc2ccccc12)c1cccs1	9
COC(=O)CSc1ccc(S(=O)(=O)N2CCCCCC2)cc1[N+](=O)[O-]	1

Fetched by compound from the list above:
SMILES	CD40 NFkB inh
Cc1cc(C(=O)OCC(=O)NNC(=O)c2cccs2)ccc1[N+](=O)[O-]	-5
CCCCOC(=O)Nc1cc(C(=O)OC)ccc1C(=O)OC	-7

Some of these compounds in order of their number in CD40 NFkB inh, lowest first.
SMILES	CD40 NFkB inh
Cc1cc(C(=O)OCC(=O)NNC(=O)c2cccs2)ccc1[N+](=O)[O-]	-5
CO/N=C\CC(=O)Nc1ccc(Cl)cc1Cl	7
COc1cccc(OCC(=O)NC2CCS(=O)(=O)C2)c1 (stereo unspecified)	8

Next section.
SMILES	CD40 NFkB inh
C[C@@H]1CN([C@H](C)CO)C(=O)c2ccccc2-c2ccccc2CO[C@@H]1CN(C)S(=O)(=O)c1cccs1	-6[25 µM]
C[C@H]1CN([C@@H](C)CO)C(=O)c2ccccc2-c2ccccc2CO[C@H]1CN(C)S(=O)(=O)c1ccc(C(F)(F)F)cc1	0[25 µM]
COc1cc(N)c(Cl)cc1C(=O)OCC(=O)Nc1cccnc1Cl	-5
O=C(CN1CCOCC1)N1CC2(C1)[C@H](c1ccccc1)[C@@H](CO)N2Cc1cccc(F)c1	-15[25 µM]
Cc1ccc(-c2nn(-c3ccc(F)cc3)cc2C(=O)NCC2CCCO2)cc1 (stereo unspecified)	-18
CCCCn1c(=O)[nH]c(=O)c2c1nc(-c1cc3c(cc1Br)OCO3)n2C	6
C[C@@H]1CN([C@H](C)CO)C(=O)CCCn2cc(nn2)CO[C@@H]1CN(C)S(=O)(=O)c1ccc(-n2cccn2)cc1	2[25 µM]
COc1ccccc1N1CCN(C(=O)c2ccccc2Oc2ccccc2)CC1	31
COc1ccccc1NC(=O)CN(Cc1ccco1)C(=O)c1ccc(Cl)nc1	-1
CSc1nsc(SC)c1C(=O)O	4
Cc1cc(C)nc(CC(N)=O)n1	31
COc1cc2c(C#N)c(N3CCCCC3)nc(N)c2c(N)n1	-13
COCc1cc(C)nc(OCC(=O)N/N=C/c2ccc(C)cc2)c1C#N	7
CCCN(C)C[C@H]1OCc2cnnn2CCCC(=O)N([C@@H](C)CO)C[C@H]1C	-4[25 µM]
CC(=O)NC1(C(=O)O)CCCC1	8
COCCNC(=O)C[C@@H]1CC[C@@H]2[C@H](COC[C@@H](O)CN2C(=O)c2cc(Cl)cc(Cl)c2)O1	-2[25 µM]
O=C(C[C@@H]1C[C@H]2c3cc(NC(=O)C4CCC4)ccc3O[C@H]2[C@@H](CO)O1)NCCc1ccccc1	-18[25 µM]
Cc1cc(C)c2nc(SCC#N)cc(C)c2c1	3
Cc1noc(C)c1COC(=O)CCCc1c[nH]c2ccccc12	0
Cc1ccc(NC(=O)c2cncc(Br)c2)c(O)c1	-44
O=C(Oc1nsnc1N1CCOCC1)N1CCOCC1	12
CCCc1nc2ccccc2c(NC(=O)CN(CC)CC)c1CC	9
CCCNC(=O)N1C[C@H]2[C@@H](c3ccccc31)[C@@H](CO)N2C(=O)Cc1ccccn1	0[25 µM]
Cc1ccc(N(O)C(=O)OCCNC(=O)Nc2ccccc2)cc1	-5
CCCCCCc1nnc(NC(=O)OCC)s1	-5
(cont.)
SMILES	CD40 NFkB inh
Cc1ccc(S(=O)(=O)N(C)C)cc1NC(=O)COC(=O)COc1ccccc1[N+](=O)[O-]	5
COCc1c(C(=O)OCC(=O)NCc2ccco2)oc2ccccc12	-2
COC(=O)c1c(NC(=O)c2nc3ccccc3s2)sc2c1CCN(C(C)=O)C2	5
Cc1ccc(S(=O)(=O)Oc2ccc(/C=C(/NC(=O)c3ccccc3)C(=O)NCCCC(=O)O)cc2)cc1	6
Cc1cc(-c2ccc(C)c(S(=O)(=O)N3CCN(c4ccccn4)CC3)c2)on1	1
O=C(C[C@@H]1C[C@@H]2c3cc(NC(=O)C4CCOCC4)ccc3O[C@@H]2[C@@H](CO)O1)NCc1cc(F)ccc1F	-7[25 µM]
c1ccc(-c2noc(C34CC5CC(CC(C5)C3)C4)n2)cc1	-28
Fc1ccccc1-c1ccc(C2[C@H]3CNC[C@@H]2N3CC2CC2)cc1 (stereo partly specified)	-3[25 µM]
COc1ccc(Nc2nnc(SCC3CCCCO3)s2)cc1 (stereo unspecified)	-28
C/C=C/c1ccc([C@@H]2[C@H](CO)N3C(=O)CN(Cc4ccc(F)cc4)C[C@@H]23)cc1	-1[25 µM]
COc1ccc(CC(=O)NCC2(c3ccc(OC)c(OC)c3)CCOCC2)cc1	5
CC(=NNC(=O)c1ccc2nc[nH]c2c1)c1ccc(Br)cc1	7
O=C(Cc1ccccc1)Nc1ccc(C(=O)NCC2COc3ccccc3O2)cc1 (stereo unspecified)	-13
Cc1cc(C)cc(C(O)c2ncc(-c3cccc(C(F)(F)F)c3)[nH]2)c1 (stereo unspecified)	11
CSc1ccc(CN(C)C(=O)c2cc(S(=O)(=O)NCc3ccccc3)ccc2C)cc1	-10
O=C(Nc1ccc(N2CCOCC2)cc1)c1ccc(-c2ccccc2[N+](=O)[O-])o1	-78
CC(C)CN1CCN(Cc2cccn2-c2cccnc2)CC1CCO (stereo unspecified)	2
Cc1nnc(NN)n(N)c1=O	3
O=C(CCC(=O)Nc1ccccc1)N/N=C/c1cccnc1	8
Cc1cc(Cl)ccc1NC(=O)CN1C(=O)NC2(CCCc3ccccc32)C1=O (stereo unspecified)	-2
Cn1c(SCC(=O)Nc2ccccc2)nnc1C(F)(F)F	16
O=C(NCC1CCCO1)c1ccccc1OCc1ccc(Cl)cc1 (stereo unspecified)	-7
COc1ccc(S(=O)(=O)Nc2cccc3c2O[C@@H](CN(C)C(=O)Nc2cccc4ccccc24)[C@H](C)CN([C@H](C)CO)C3=O)cc1	1[25 µM]
CC[C@@H]1C/C=C\CCNC(=O)CCC(=O)N1	-6[25 µM]
COc1ccccc1CCC(=O)NNC(=O)c1cccs1	5
(more compounds)
SMILES	CD40 NFkB inh
N#C/C(=N\Nc1ccccc1F)c1nc(-c2ccccc2)cs1	2
Cc1c(C)n2c(SCC(=O)NCc3ccc4c(c3)OCO4)nnc2[nH]c1=O	9
CN(C)S(=O)(=O)c1cccc(NC(=O)COc2ccc(C(=O)c3ccccc3)cc2)c1	-4
OCC#Cc1cnc2ccccc2c1	-15
Fc1ccccc1COc1cccc(/C=N/n2cnnc2)c1	3
CC(C)COC(=O)N(C)C[C@@H]1OCc2ccccc2-c2c(n(C)c3ccccc23)C(=O)N([C@H](C)CO)C[C@H]1C	10[25 µM]
O=C(CN1CCCCC1)Nc1cccc(-n2cnnn2)c1	8
O=C(c1ccc(Cl)c(S(=O)(=O)NCc2ccccc2)c1)N1CCN(c2ccccn2)CC1	24
Cc1nc2nc(NCc3cccs3)nn2c(C)c1Cl	-22
CN(Cc1ccccc1F)c1nc(-c2cccs2)nc2ccccc12	2
CN(C)C(=O)c1cccc(-c2ccc([C@H]3[C@@H](CO)N(C(=O)C4CCCCC4)[C@H]3C#N)cc2)c1	11
CCN(CCn1cccn1)C(=O)CCc1nnc(-c2ccccc2)o1	-54
CCCCNC(=O)C1(C)CCCCN1C(=O)c1c(Cl)cccc1Cl (stereo unspecified)	5
c1ccc(CSc2ncnc3c2cnn3Cc2ccccc2)cc1	-3
Cc1ccc2c(c1)c1c3n2CCN(C(=O)Cn2c(-c4ccccc4)noc2=O)C3CCC1 (stereo unspecified)	16
CCOC(=O)N1CCN(C(=O)c2cccc(S(=O)(=O)Nc3ccc(F)cc3)c2)CC1	3
COc1ccc2c(CC(=O)Nc3ccc4nc(N5CCOCC5)sc4c3)coc2c1	15
CC(=O)Nc1ccc(NC(=O)c2ccc(Cn3cc(Cl)cn3)cc2)cc1	-2
N#C[C@H]1[C@H](c2ccccc2-c2cccc(F)c2)[C@@H](CO)N1C(=O)NC1CCCC1	9
COc1ccc(-n2ncc3c(NCCN4CCOCC4)ncnc32)cc1	27
CNC[C@H]1Oc2c(NC(=O)NC(C)C)cccc2C(=O)N(C)C[C@@H]1C	0
C[C@@H]1CN([C@@H](C)CO)C(=O)c2cccc(NC(=O)Nc3ccc(F)cc3)c2O[C@H]1CN(C)CC1CCCCC1	4[25 µM]
Cc1cc(C(C)(C)C)oc1C(=O)OCC(=O)NC1CCCCC1	3
Cc1ccc(NC(=O)CN2C(=O)NC(C)(C3CC3)C2=O)cc1S(=O)(=O)N1CCCCC1 (stereo unspecified)	6
COc1ccccc1NC(=O)CCCCC(=O)Nc1ccccc1OC	7
Following part
SMILES	CD40 NFkB inh
COc1ccc(NC(=O)CN2C(=O)NC(C)(c3ccccc3)C2=O)cn1 (stereo unspecified)	-2
Nc1cc(S(=O)(=O)N2CCOCC2)ccc1Oc1cccc(Br)c1	10
NC(=O)CC(NC(=O)c1ccccc1)C(=O)O (stereo unspecified)	6
Cc1ccc(-n2cccc2C(=O)NS(=O)(=O)c2ccc(C)cc2)cc1	5
CC1(c2ccccc2Cl)NC(=O)N(CC(=O)NCc2ccco2)C1=O (stereo unspecified)	8
COc1ccc(S(=O)(=O)NCC2CCCN(Cc3ccc(C)o3)C2)cc1 (stereo unspecified)	13
O=C(O)C1C2C=CC(C2)C1C(=O)NCCC1=CCCCC1 (stereo unspecified)	7
CN(C)C(=O)[C@H]1[C@H](CO)[C@H]2Cn3c(ccc(C4=CCCC4)c3=O)[C@H]2N1C(=O)Cc1cccnc1	-2[25 µM]
Cn1c(C(=O)O)ccc1S(=O)(=O)N(Cc1ccccc1)Cc1ccccc1	-8
COc1ccc(C=CC(O)CCN2CCC3CCC(C3)C2)cc1 (stereo unspecified)	13
O=C(c1cc2c(s1)-c1ccccc1OC2)N1CCc2ccccc2C1	-13
Cc1ccc(NC(=O)CCC(=O)NCCO)cc1	-3
COc1cccc(OC)c1OC(=O)C1CC(=O)N(c2ccc3c(c2)OCCO3)C1 (stereo unspecified)	45
Cc1noc(C)c1C(=O)OCC(=O)NC(c1ccccc1)c1ccccc1	18
CCCNC(=O)Nc1ccc2c(c1)C(=O)N(C)[C@@H]1CC[C@H](CC(=O)NC3CCC3)O[C@@H]1CO2	4
CC(=O)C1(O)C(C)CC2C3CC=C4CC(O)CCC4(C)C3CCC21C (stereo unspecified)	5
CCOC(=O)C(=NCCCN(C)C)NNc1cc(C(F)(F)F)ccc1Cl	2
CCS(=O)(=O)N1Cc2ccccc2CC1C(=O)Nc1nnc(C2CC2)s1 (stereo unspecified)	2
O=C(NCCc1ccccc1)c1cc(S(=O)(=O)N2CCCCC2)c[nH]1	-1
Cc1cc(C(=O)N2CCN(C/C=C/c3ccccc3)CC2)cs1	-14
COc1ccc(S(=O)(=O)Nc2cccc3c2O[C@@H](CN(C)C(=O)Nc2cccc4ccccc24)[C@H](C)CN([C@@H](C)CO)C3=O)cc1	1[25 µM]
COc1cccc(NC(=O)C2(C)CCN2C(=O)C2CCCCC2)c1 (stereo unspecified)	-1
O=C(CCCNC(=O)c1ccc(Cl)cc1)Nc1nccs1	0
C[C@@H](C(=O)N1CCN(Cc2ccc3c(c2)OCO3)CC1)n1nnc2ccccc2c1=O	2
CCCN1C[C@@H](C)[C@@H](OC)CN(C)C(=O)c2cc(NC(=O)C3CCC3)ccc2OC[C@@H]1C	2[25 µM]

A stretch from further up:
SMILES	CD40 NFkB inh
CCS(=O)(=O)N1Cc2ccccc2CC1C(=O)Nc1nnc(C2CC2)s1 (stereo unspecified)	2
O=C(NCCc1ccccc1)c1cc(S(=O)(=O)N2CCCCC2)c[nH]1	-1
Cc1cc(C(=O)N2CCN(C/C=C/c3ccccc3)CC2)cs1	-14
COc1ccc(S(=O)(=O)Nc2cccc3c2O[C@@H](CN(C)C(=O)Nc2cccc4ccccc24)[C@H](C)CN([C@@H](C)CO)C3=O)cc1	1[25 µM]
COc1cccc(NC(=O)C2(C)CCN2C(=O)C2CCCCC2)c1 (stereo unspecified)	-1
O=C(CCCNC(=O)c1ccc(Cl)cc1)Nc1nccs1	0
